High-throughput results deposited in PubChem BioAssay by Sanford-Burnham Center for Chemical Genomics.
H9c2 TAG inh = triacylglycerol accumulation inhibition; H9c2 cells, Nile Red lipid (TAG) fluorescence; cells loaded with 200 µM oleic acid; inhibition, % at 12.5 µM; 0.66% of 230,000 active; AID 651582;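 active = pattern-corrected inhibition of lipid staining of at least 50% with the nuclear-stain viability signal not falling by more than 50%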;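 also: 0% = DMSO wells and 100% = triacsin C control wells; some results filed as inactive read as strong as hits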
H9c2 TAG inh DAPI viability = recorded beside H9c2 TAG inh, whose call it bears; DAPI nuclei signal change (viability), lower = more cytotoxic, %;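 whole-well DAPI fluorescence read on a plate reader as a viability signal; minus 50 percent equals half of cells still viable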
Numbers without * were called inactive.

SMILES	H9c2 TAG inh	H9c2 TAG inh DAPI viability
CCOc1cccc(/C=C(\C#N)C(=O)NC2CC2)c1	-6.2	3.1
Cc1cc(C)c(C)c(S(=O)(=O)N2CCN(c3ncnc4sc(C)c(C)c34)CC2)c1C	-1.9	8.9
COc1cc(C(=O)OCC(=O)c2cc(C)n(C)c2C)cc(OC)c1OC	-23.3	-7.7
Cn1cccc1/C=C(\C#N)C(N)=S	20.1	-20.4
CCCCC1=C(C(=O)OCC)C(C(=O)OCC)Oc2ccccc21 (configuration not stated)	-10.5	6.5
COC(=O)CNC(c1ccccc1)c1cc(Br)ccc1NC(C)=O (configuration not stated)	-16.7	13.1
O=C1CCC(C(=O)N2CCN(c3ccccc3)CC2)CN1Cc1ccc(Cl)cc1 (configuration not stated)	-5.9	-2.4
CC(C)CCNC(=O)C1C2C=CC3(CN(Cc4ccccc4Cl)C(=O)C13)O2 (configuration not stated)	-4.5	1.7
COC(=O)C1=C(Nc2ccc(C)cc2)C=C(C)C(C(=O)OC)C1c1ccc(OC)cc1 (configuration not stated)	32.4	-23.5
N#Cc1cc2c([nH]c1=O)CCCC2	-3.6	-1.8
COc1ccc(C(CC(=O)c2ccc(C)cc2)Sc2ccccc2N)cc1 (configuration not stated)	-19.5	0.4
COc1cccc(N=Nc2c(=O)[nH]n3c(=O)cc(C)[nH]c23)c1	1.7	-4.5
Nc1nc2c(nc(Br)n2[C@@H]2O[C@@H]3COP(=O)(O)O[C@H]3[C@H]2O)c(=O)[nH]1	11.7	-0.9
Cc1ccc(S(=O)(=O)CC(=O)N2CCOCC2)cc1	9.3	-11.1
COc1cc[n+]([O-])cc1[N+](=O)[O-]	5.1	0.7
FCc1nc2nc(Cl)c(Cl)nc2[nH]1	2.7	4.1
O=C(COC(=O)CCC(=O)c1ccc(F)cc1)Nc1cccc(S(=O)(=O)N2CCCC2)c1	-5.1	-3.7
Cc1cc2c(cc1C)N(C(=O)CCl)CCN2C(=O)CCl	4.7	-2.7
Cc1cc(N2CCN(C(=O)c3ccoc3)CC2)n2nc(-c3ccccc3)cc2n1	17.0	-3.9
CC(C)(C)S(=O)N1Cc2cc(CO)cc(CCO)c2[C@@H]1CCO (some centres not stated)	4.9	6.5
Fc1ccccc1NC(=S)N(CCCN1CCOCC1)Cc1cccnc1	3.3	-2.9
O=C(C1CCCCC1)N1C[C@@H](n2cc(-c3ccc(F)cc3)nn2)[C@H](O)C[C@@H]1c1ccc(Cl)cc1	-0.2	2.7
COc1ccc(C2CC(=O)Oc3cc(OC)c(OC)c(OC)c32)cc1 (configuration not stated)	0.2	-7.7
CCOC(=O)N1CCN(C(=O)C(c2ccccc2)c2ccccc2)CC1	4.5	3.9
CSCCC1NC(=O)N(CC(=O)Nc2ccc(Br)cc2Br)C1=O (configuration not stated)	-2.1	1.8
CCOC(=O)C1CCN(c2c(NCc3ccc(C(=O)NC4CCCC4)cc3)c(=O)c2=O)CC1	-6.5	-4.9
CCN(CC)CCNC(=O)c1ccc(NC(=O)c2ccc(COc3ccccc3)cc2)cc1	16.3	12.9
O=C(Nc1sc2c(c1-c1nc3ccccc3[nH]1)CCCC2)C1CC1	39.0	82.5
CC(C)OC(=O)c1cccc(NC(=O)CSc2nnc(N)s2)c1	-19.6	-0.1
COc1cccc(CNC(=O)COc2cccc(-n3cnnn3)c2)c1	-6.5	1.4

Already shown: entries from further up.
SMILES	H9c2 TAG inh	H9c2 TAG inh DAPI viability
Fc1ccccc1NC(=S)N(CCCN1CCOCC1)Cc1cccnc1	3.3	-2.9
O=C(C1CCCCC1)N1C[C@@H](n2cc(-c3ccc(F)cc3)nn2)[C@H](O)C[C@@H]1c1ccc(Cl)cc1	-0.2	2.7
COc1ccc(C2CC(=O)Oc3cc(OC)c(OC)c(OC)c32)cc1 (configuration not stated)	0.2	-7.7
CCOC(=O)N1CCN(C(=O)C(c2ccccc2)c2ccccc2)CC1	4.5	3.9

Back to the main list, starting two compounds before the break.
SMILES	H9c2 TAG inh	H9c2 TAG inh DAPI viability
CC(C)OC(=O)c1cccc(NC(=O)CSc2nnc(N)s2)c1	-19.6	-0.1
COc1cccc(CNC(=O)COc2cccc(-n3cnnn3)c2)c1	-6.5	1.4
COc1ccccc1NC(=O)c1cc2ccccc2o1	-12.5	5.7
O=C(/C=C/c1cccc(F)c1)N1CCN(c2ccccn2)CC1	-2.4	-7.3
O=C(/C=C/c1ccccc1)OCc1cnc(Cl)s1	-15.2	-5.8
COc1ccccc1CNC(=O)c1cn(C)c(=O)c2cc(OC)c(OC)cc12	22.6	-7.2
COc1cc(OC)c(N2CC(C(=O)NCCC3=CCCCC3)CC2=O)cc1Cl (configuration not stated)	18.7	-14.6
COc1cc(/C=C2/C(=O)N(c3ccc([N+](=O)[O-])cc3)N=C2N2CCOCC2)ccc1O	2.9	-3.0
CC(=O)Nc1ccc(NC(=O)CSc2ccc([N+](=O)[O-])cn2)cc1	-6.9	7.5
CC(=O)N1CCc2cc(Br)cc(S(=O)(=O)N3CCN(c4ccccn4)CC3)c21	-2.8	-5.8
O=C(CN1CCN(C(=O)c2cccc(S(=O)(=O)N3CCCC3)c2)CC1)Nc1ccc(F)cc1	8.2	-8.4
COc1cccc(C(=O)C[n+]2cccc3cc(OC)ccc32)c1	2.0	-1.9
O=C(COc1ccccc1)Nc1cccc2c1CCCC2	-15.0	10.9
O=S(=O)(c1ccc(F)cc1)N1CCN(S(=O)(=O)c2ccc3c(c2)OCCO3)CC1	-6.7	6.4
N#CC(C#N)=C1NC2(CCCCC2)Cc2ccccc21	4.6	-12.9
COc1ccc(C)cc1C(=O)CCC(=O)Nc1ccccc1N1CCOCC1	6.0	-2.7
COc1cc(CN2CCN(C(=O)c3ccccc3F)CC2)cc(OC)c1OC	-18.0	-5.6
CCOC(=O)C1CCN(C(=O)c2cc3cc(Br)ccc3oc2=O)CC1	-4.4	1.5
CC(C)(C)NC(=O)CN(Cc1cccs1)C(=O)CN1C(=O)C(=O)c2ccccc21	-0.2	-2.7
CN(C(=O)COC(=O)c1cc(=O)[nH]c2ccccc12)c1c(N)n(Cc2ccccc2)c(=O)[nH]c1=O	-8.2	1.5
CC[C@]1(C(=O)OC)[C@H]2C(=O)N(Cc3ccccc3)C(=O)[C@H]2[C@H]2CN=C(SCc3ccc(C#N)cc3)N21	3.5	2.2
COc1ccc2cc(CN(CC3COCCO3)S(=O)(=O)c3ccccc3)c(=O)[nH]c2c1 (configuration not stated)	30.0	-18.5
COc1ccc(N(C)S(=O)(=O)c2cccc(C(=O)OCC(=O)NCc3ccccc3OC)c2)cc1	4.0	-3.7
O=C(NN1C(=O)C2C(C1=O)C1C=CC2C12CC2)c1ccccc1Cl (configuration not stated)	10.3	-5.6
O=C(NNC(=O)C1CC1)c1cccc([N+](=O)[O-])c1	18.4	1.0
COc1cc(C(=O)OCCCN2CCOCC2)ccc1O	3.2	-1.7
CCN(CCCn1c(=S)[nH]c2ccc(N3CCOCC3)cc2c1=O)c1ccccc1	-0.5	18.7
COC(=O)c1nn(-c2ccccc2)c(Cl)c1/C=N/OCc1ccc(C)cc1	-2.7	12.0
COC(=O)c1cc(S(=O)(=O)NCC(C)c2ccccc2)c[nH]1 (configuration not stated)	-2.7	-1.2
Cc1ccn2c(=O)nc(SCC(=O)Nc3cccc4ccccc34)nc2c1	3.2	6.1
CC(=O)c1c(C)[nH]c(C(=O)Nc2cccc(S(=O)(=O)N3CCCC3)c2)c1C	22.0	2.5
Cc1ccc(/C=C2\SC(=S)N(CCC(=O)NNS(=O)(=O)c3ccccc3)C2=O)cc1	10.6	-8.9
C/C(=N\NS(=O)(=O)c1ccc(Cl)c([N+](=O)[O-])c1)c1ccc(C)o1	-7.7	-8.0
CCN(CC)CCNc1ncnc2c1sc1nc(N3CCOCC3)c3c(c12)CCCC3	49.3	-18.5
CCCCNC(=O)c1ccccc1C(=O)NC1(C(=O)NCCCC)CCCC1	18.1	-10.2
COc1ccc(-c2cc(C#N)nc(N3CCN(c4ccccc4)CC3)n2)cc1	4.2	7.5
C#Cc1ccc([C@H]2C=C(C(=O)N3CCOCC3)O[C@@H](OCC)[C@@H]2CCCO)cc1	-0.4	1.2
Cc1cc2ccccc2c(=O)n1CC(=O)Nc1ccc2c(c1)OCCO2	6.3	4.2
CCOc1ccc(C(=O)Nc2nnc(NC(=S)Nc3ccccc3)s2)cc1	50.7*	-1.3*
CCOCCCNC(=O)c1ccc(NC(C)=O)cc1	-2.3	5.8
O=C1c2ccccc2C(=O)N1C1C(=O)N2CCSC12C(=O)OCc1ccccc1 (configuration not stated)	-2.6	7.9
O=C(CC1(CC2=NS(=O)(=O)c3ccccc3N2)CCCC1)NCCc1ccccc1	-0.4	-5.9
CCC(CO)NCC(O)COCc1ccc2c(c1)OCO2 (configuration not stated)	15.5	-4.2
Cn1nnnc1Sc1ncnc2scc(-c3ccc(C#N)cc3)c12	63.6	-51.0
O=C(NCc1cccs1)c1cc(-c2ccc(O)cc2)on1	-12.1	-8.8
O=C1C2CC=CCC2C(=O)N1n1cnnc1 (configuration not stated)	3.8	6.6
CCCSc1nnc(Cn2c(=O)sc3ccccc32)n1C	10.5	-4.3
CC(C)CNC(=O)CSc1nnc2ccccn12	-0.4	-2.8
Cc1cc(Br)ccc1NC(=O)CN(C)C(=O)COc1cccc2c1OC(C)(C)C2	-1.8	7.8
O=C(Cn1cc(S(=O)(=O)Cc2cccc([N+](=O)[O-])c2)c2ccccc21)N1CCOCC1	-8.4	-0.4
O=c1ccc(S(=O)(=O)N2CCCC2)cn1Cc1nc(-c2ccc(F)cc2)no1	1.2	2.3
Cc1nnc(Nc2ccccn2)c2ccccc12	0.9	-0.2

The list goes on:
SMILES	H9c2 TAG inh	H9c2 TAG inh DAPI viability
O=C(CC(NS(=O)(=O)c1ccc(Cl)cc1)c1ccco1)NC1CCCC1 (configuration not stated)	-21.0	9.2
O=C(Nc1nnc(SCc2ccccc2)s1)c1ccco1	0.9	-8.8
CCc1cc(CN2CCOCC2)c(NC(=O)c2ccccc2)s1	-16.0	-1.1
COc1ccccc1NS(=O)(=O)c1cc(NC(=O)c2ccccc2C)ccc1N1CCOCC1	11.4	-4.1
COc1ccc(C(=O)NC(C(=O)NCC2(N3CCCCC3)CCCCC2)C(C)C)cc1 (configuration not stated)	1.5	0.5
COc1cccc(OCCSc2nc(N)cc(N)n2)c1	8.3	8.4
CC(C)(C)[C@@H]1COC(=O)[C@@H](Cc2ccc(F)cc2)C/C=C\C[C@H](CC(=O)N(CCO)Cc2ccccc2)C(=O)N1	4.2	9.7
Cn1c(SCC(=O)Nc2nc(C(C)(C)C)cs2)nnc1C1CC1	12.6	-10.5
O=C(CCc1nnc(Cc2ccc3c(c2)OCO3)o1)N(CC1CCC1)CC1CCCO1 (configuration not stated)	7.2	-6.1
COCCN(CC(=O)Nc1cccc(C)c1C)C(=O)c1cc(S(=O)(=O)N2CCCC2)ccc1C	-13.1	-7.9
COc1ccccc1-c1nnc(SCC(=O)NNC(=O)c2ccccc2F)n1C	8.4	-0.1
COc1ccc(S(=O)(=O)N2CCN(C(=O)C3CC3)CC2)cc1Br	-22.8	5.5
COc1cc(Cl)c(C)cc1NC(=S)NN	23.1	-3.0
COc1cc2c(cc1OC)CN(C(=O)c1cc(S(=O)(=O)N3CCOCC3)ccc1Cl)CC2	17.2	-8.9
OCCC1CN(Cc2cnc(N3CCCC3)s2)CCN1Cc1ccccc1 (configuration not stated)	3.5	2.4
Cn1c(=O)[nH]c(=O)c2c1nc(CN1CCOCC1)n2Cc1ccc(F)cc1	-1.0	2.7
CN(C(=O)Cn1c(=O)oc2ccccc21)C1CCCCC1	4.6	-3.0
CN(C)CCNC(=O)Nc1ccc([N+](=O)[O-])cc1	1.1	0.6
O=S(=O)(c1cccc(Cn2nnc(-c3ccccc3)n2)c1)N1CCOCC1	-19.4	1.1
COc1ccc(OC)c(C(=O)c2coc3ccc(OC)cc23)c1	2.0	-10.3

5 structures out of the list, arranged by SMILES length, largest number first.
SMILES	H9c2 TAG inh	H9c2 TAG inh DAPI viability
Cn1c(=O)[nH]c(=O)c2c1nc(CN1CCOCC1)n2Cc1ccc(F)cc1	-1.0	2.7
OCCC1CN(Cc2cnc(N3CCCC3)s2)CCN1Cc1ccccc1 (configuration not stated)	3.5	2.4
COc1ccc(OC)c(C(=O)c2coc3ccc(OC)cc23)c1	2.0	-10.3
CN(C)CCNC(=O)Nc1ccc([N+](=O)[O-])cc1	1.1	0.6
COc1cc(Cl)c(C)cc1NC(=S)NN	23.1	-3.0

(list continues)
SMILES	H9c2 TAG inh	H9c2 TAG inh DAPI viability
c1ccc(COc2cccc(-c3cc4nc(NCc5cccs5)ccn4n3)c2)cc1	8.6	10.9
COc1ccc(NC(=O)C(=O)NCC(c2ccco2)N2CCc3ccccc3C2)cc1 (configuration not stated)	1.0	2.1
Cc1ccc(C)c(NC(=O)CN(C)S(=O)(=O)c2cccc3cccnc23)c1	-3.0	11.2
COc1ccc(NC(=S)N2CCN(C(=O)c3ccccc3)CC2)cc1	-19.2	3.6
CN(C)Cc1ccccc1-c1cccc2nccn12	11.0	8.8
Cc1ccc(NC(=O)CSc2nc3ccccc3nc2N2CCOCC2)c(C)c1	14.6	-5.8
CCC(=O)N1CCc2cc(S(=O)(=O)NC(CC(C)C)C(=O)N3CCc4ccccc43)ccc21 (configuration not stated)	5.1	-14.7
CN1C(C(=O)Nc2cccc(O)c2)=CC(c2cccs2)=NS1(=O)=O	9.6	3.9
CCOC(=O)c1cc(-c2ccc3c(c2)OCCO3)n[nH]1	9.8	4.9
CCN(C(=O)COC(=O)c1cccc(S(=O)(=O)N2CCOCC2)c1)C1CCS(=O)(=O)C1 (configuration not stated)	4.1	-5.0
Cc1ccc(-c2c(C)sc(NC(=O)C3C4CCC(O4)C3C(=O)O)c2C(=O)OC(C)C)cc1 (configuration not stated)	0.1	2.2

A portion of the library. The share of hits here may be higher or lower than overall.
